Lipid storage S3: qHTS Assay for Lipid Storage Modulators in Drosophila S3 Cells | 320,000 tested, 0.64% active | lipid storage change, negative = inhibition, % at the top dose, mostly 46.1 µM; hits show Potency in µM | AID 2685 | Drosophila S3 cells, BODIPY lipid droplet fluorescence, 18-24 h; cells fed with added oleic acid; active = well fitted inhibition curve with a large enough effect in the signal ratio, with a control signal flat, not every such curve was filed as active; inconclusive = small, poorly fitted or top-dose-only effect, or effect the other way, or a change in a side signal; the % refers to the signal ratio
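Drosophila S3 cells got compounds at several concentrations plus oleic acid (400 uM solution). Laser-scanning cytometry with 488 nm excitation read lipid droplets at 500-530 nm and cells at 575-640 nm. Percent activity was relative to 20 uM Triacsin C.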
Lipid storage S3 cell count max: also measured in Lipid storage S3; calls as there; cell number change, %; measured here: cell count max response;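 cells counted by Cell Tracker Red CMTPX staining in the red channel; peak over a dose series mostly up to 46.1 µM; percent activity relative to internal control wells on each plate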
The depositor's hits bear a star; i = inactive; ? = inconclusive; / = no result given; [ ] = remark or other dose. % is set by controls: 0 for no effect and ±100 for the full control effect; potency is the fitted concentration of half-maximal effect. The list is partial; rates above refer to the full screens.

Sample of the layout (five entries):
| Lipid storage S3 | Lipid storage S3 cell count max | SMILES |
| --- | --- | --- |
| 4.4% | 11.9 | O=C(C1CCN(S(=O)(=O)N2CCOCC2)CC1)N1CCN(c2ccc(F)cc2)CC1 |
| 3.4% | 4.0 | O=C(NCCc1ccccc1)c1cc(-c2ccco2)on1 |
| ? | / | O=C(C[n+]1ccccc1)Nc1ccc(Cl)c([N+](=O)[O-])c1 |
| -21.8% | -5.5 | Cc1ccc(-c2nnc3ccc(SCC(=O)N4CCCc5ccccc54)nn23)cc1 |
| -9.1% | 1.0 | Cn1cccc1-c1nc2ccccc2n1Cc1ccccc1 |

All compounds of this part, repeating the preview:
| Lipid storage S3 | Lipid storage S3 cell count max | SMILES |
| --- | --- | --- |
| 4.4% | 11.9 | O=C(C1CCN(S(=O)(=O)N2CCOCC2)CC1)N1CCN(c2ccc(F)cc2)CC1 |
| 3.4% | 4.0 | O=C(NCCc1ccccc1)c1cc(-c2ccco2)on1 |
| ? | / | O=C(C[n+]1ccccc1)Nc1ccc(Cl)c([N+](=O)[O-])c1 |
| -21.8% | -5.5 | Cc1ccc(-c2nnc3ccc(SCC(=O)N4CCCc5ccccc54)nn23)cc1 |
| -9.1% | 1.0 | Cn1cccc1-c1nc2ccccc2n1Cc1ccccc1 |
| ? | / | CC1CCN(C(=O)C(C)OC(=O)CSc2ccc([N+](=O)[O-])cc2)CC1 (stereo unspecified) |
| -20.7%[0.0737 µM] | 3.4 | Cc1ccccc1C(=O)N1CCC(C(=O)N(CC(C)C)c2c(N)n(Cc3ccccc3)c(=O)[nH]c2=O)CC1 |
| -12.4% | -27.8 | CC(C)C(=O)NNc1nc2ccccc2s1 |
| ? | / | CC(Nc1nc(Nc2ccc(F)cc2)nc(SCC(N)=O)n1)c1ccccc1 (stereo unspecified) |
| ? | / | CCn1c(SCC(=O)Nc2ccc3c(c2)OCO3)nnc1C(C)C |
| ? | / | Cc1nnsc1NC(=O)OCC(C)(C)C |
| -14.4% | -9.8 | COCCNC(=O)C(C)N(c1ccc(OC)cc1)S(C)(=O)=O (stereo unspecified) |
| ? | / | COc1ccc(/C=N/NC(=O)COc2ccccc2-c2ccccc2)cc1 |
| ? | / | Cn1cnc(S(=O)(=O)Nc2ccc3c(c2)OCCO3)c1 |
| 11.8% | 14.6 | OCC1(Cc2ccccc2)CCN(C2CCN(c3ccccc3F)CC2)CC1 |
| ? | / | O=C(Cn1nc(C(=O)O)c2ccccc2c1=O)Nc1cc(Cl)ccc1-n1cncn1 |
| 18.1% | 4.4 | Nc1cc(Br)c(N)c(Br)c1 |
| ? | / | COc1ccc2cc(C(=O)N/N=C/c3cc(OC)c(OC)c(OC)c3)[nH]c2c1 |
| ? | / | O=C(Cc1ccccc1)N1CCN(c2ccccc2F)CC1 |
| ? | / | CC(=O)Nc1cccc(C(=O)N(Cc2ccccc2)Cc2ccccc2)c1 |
| ? | / | CCN(C(=O)CN1CCN(c2ccc(OC)cc2)CC1)c1c(N)n(Cc2ccccc2)c(=O)[nH]c1=O |
| -9.8% | -1.5 | CC1=C(C(=O)OCc2ccccc2)C(c2ccc3ccccc3c2)NC(=O)N1CCCCCC(=O)O (stereo unspecified) |
| ? | / | CCCc1cc(=O)oc2cc(C)c(CN3CCCC3)c(O)c12 |
| i | / | CC1(C)CC(=O)C2=C(C1)NC(=O)CC2c1ccc(N(CCC#N)CCC#N)cc1 (stereo unspecified) |
| ? | / | Cc1occc1-c1nnc(SCC(=O)N2CCCC(C)C2)o1 (stereo unspecified) |
| ? | / | COc1ccc(CN2C(=O)c3ccccc3C2=O)cc1C(=O)Nc1ccccc1N1CCOCC1 |
| -23.9% | 6.7 | COc1ccccc1CCC(=O)OCC(=O)NC1CCCCC1 |
| i | -9.7 | Oc1ccc(Nc2nc(-c3ccccc3)nc3ccccc23)cc1 |
| ? | / | CC(=O)c1c[nH]c(C(=O)NCC2CCCO2)c1 (stereo unspecified) |
| 8.1% | 6.7 | CC(=O)Nc1cccc(NC(=O)CSc2ccc(-c3cccnc3)nn2)c1 |
| ? | / | COc1ccc(CCNC(=O)C(=O)NCCOc2ccccc2Cl)cc1OC |
| ? | / | Cc1noc(C)c1C(=O)N(CC(=O)NC1CCCC1)Cc1ccccc1F |
| ? | / | COc1c(F)c(F)c(C(=O)Nc2ccc(N3CCN(Cc4ccccc4)CC3)cc2)c(F)c1F |
| -13.9% | -9.6 | COc1cccc(CNC(=O)CCc2ccc(OC)c(OC)c2)c1 |
| ? | / | COc1ccc(NC(=O)CCNS(=O)(=O)c2cccc3nsnc23)cc1OC |
| 7.4% | 16.9 | COc1ccccc1CCNC(=O)Cc1cccs1 |
| ? | / | O=C(Nc1cccc(S(=O)(=O)N2CCCCC2)c1)c1ccccc1NS(=O)(=O)c1ccc(F)cc1 |
| ? | / | CC(=O)C(C)Oc1cc(C)cc2oc(=O)c(C)c(C)c12 (stereo unspecified) |
| -7.0% | -6.0 | CCCC(=O)NC(=S)Nc1ccc(S(=O)(=O)Nc2ccc(OCC)cc2)cc1 |
| i | 19.9 | COc1ccc(C)cc1NC(=O)C1CCCN(S(=O)(=O)c2cccc3cccnc23)C1 (stereo unspecified) |
| ? | / | COc1ccccc1N1CCN(C(=O)C(F)F)CC1 |
| ? | / | Clc1cccc(-c2ccc3ncnc(NCc4cccs4)c3c2)c1 |
| -5.4% | -10.1 | CC1CCN(C(=O)C2CCCN(S(=O)(=O)c3cccc4nsnc34)C2)CC1 (stereo unspecified) |
| ? | / | O=C1CN(C(=S)Nc2ccccc2Cl)CCN1 |
| -0.4% | 19.7 | O=C(C1CCCN1S(=O)(=O)c1cccc2nsnc12)N1CCCCC1 (stereo unspecified) |
| ? | / | CCCCOc1ccc(/C=C2/Sc3ccccc3C2=O)cc1 |
| -1.7% | 1.0 | Cc1ccc(-c2ccc(CO)o2)cc1N |
| ? | / | Cc1ccc(-n2nc3c(=O)n(CCCC(=O)NCc4ccccc4C)nc(C)c3c2C)cc1 |
| ? | / | CCOc1ccc(-n2c(SCC(=O)Nc3ccc(OC)cc3)nc3sc4c(c3c2=O)CCN(C)C4)cc1 |
| ? | / | CNc1ccccc1-c1nc2ccccc2n(C)c1=O |
| 7.5% | -18.3 | Cc1nn(C)c(C(=O)Nc2ccn(Cc3ccccc3F)n2)c1[N+](=O)[O-] |
| ? | / | Cc1cc(C)nc(NC(=O)/C=C/c2ccc(Cl)cc2Cl)c1 |
| i | -22.2 | Cc1cc(C)cc(OC(C)c2ccnc3nc(/N=C/N(C)C)nn23)c1 (stereo unspecified) |
| ? | / | CCCCNc1nc(Nc2ccc(C)c(Cl)c2)c2cnn(C)c2n1 |
| ? | / | COc1cccc(CN2CC(C(=O)N(C)CCCC3CCCC3)CCC2=O)c1 (stereo unspecified) |
| ? | / | C#CC(C)(CC)NC(=O)Cn1nnc(-c2ccc(S(C)(=O)=O)cc2)n1 (stereo unspecified) |
| ? | / | CCOc1cc(N2CCOCC2)c(OCC)cc1NC(=O)COC(=O)[C@@H]1CCCN1S(=O)(=O)c1ccccc1F |
| 24.0% | -18.1 | CCC(c1nnnn1Cc1ccco1)N(CCc1ccccc1)Cc1cc2cc(C)ccc2[nH]c1=O (stereo unspecified) |
| ? | / | O=C(N/N=C/c1ccncc1)c1ccccc1[N+](=O)[O-] |
| ? | / | O=C(COC(=O)COc1ccc(Cl)cc1)NC1CCCC1 |

(list continues)
| Lipid storage S3 | Lipid storage S3 cell count max | SMILES |
| --- | --- | --- |
| ? | / | O=C(/C=C/C=C/c1ccccc1)CC1(O)C(=O)N(CCc2ccccc2)c2ccccc21 (stereo unspecified) |
| 4.8% | -0.5 | O=C(CSc1ccc2nnc(-c3ccccn3)n2n1)NCc1ccco1 |
| ? | / | CCN(Cc1ccccc1)C(=O)COc1ccccc1 |
| ? | / | Cc1cccc(OCc2nnc(SCC(=O)Nc3cccc(C(=O)N4CCOCC4)c3)n2C)c1C |
| ? | / | CC1=NN(c2ccc(Cl)cc2)C(=O)/C1=C\c1cccn1-c1ccc(S(N)(=O)=O)cc1 |
| -6.6% | -8.2 | C=C(C)c1cccc(C(C)(C)NC(=O)N2CCCC(C)C2)c1 (stereo unspecified) |
| i | -25.0 | Cc1ccc(-n2nc3c(=O)n(CC(=O)NCc4ccccc4Cl)nc(C)c3c2C)cc1 |
| 4.5% | 19.9 | O=C(NNC(=S)Nc1ccc(F)cc1)C1[C@H]2CCCC[C@@H]12 (stereo partly specified) |
| ? | / | Cc1nn(C)cc1CN(C)C(=O)c1cc(-c2ccccc2)nc2ccc(Br)cc12 |
| 19.0% | 22.8 | O=C(COc1ncnc2ccccc12)Nc1ccc(Cl)c([N+](=O)[O-])c1 |
| -9.6% | -10.2 | C=CCc1ccccc1OCC(O)CNC(C)C (stereo unspecified) |
| ? | / | Oc1cccc(/C=N/Nc2ccc(Cl)nn2)c1O |
| i | / | CC(C)(C)c1ccccc1NC(=O)c1cccnc1 |
| ? | / | C=CCn1c(SC(C)C(N)=O)nc2sc(CC)cc2c1=O (stereo unspecified) |
| -0.3% | 4.0 | Cc1cc(S(=O)(=O)N2CCN=C2c2ccccc2)c(Cl)cc1Cl |
| ? | / | CC1(NC(=O)Cc2csc(-c3cccc(Cl)c3)n2)CCS(=O)(=O)C1 (stereo unspecified) |
| ? | / | CN1c2ccsc2/C(=N/Nc2ccccc2)CS1(=O)=O |
| ? | / | COc1ccc(S(=O)(=O)N2CCCOC2CNC(=O)C(=O)NCCCn2ccnc2)cc1OC (stereo unspecified) |
| i | -0.6 | Cc1ccc2c(c1)C(c1ccccc1)N(C(=O)c1ccc3c(c1)OCO3)CC(=O)N2 (stereo unspecified) |
| ? | / | CCn1c(SCC(=O)N(C)C)nc2cc(S(=O)(=O)N3CCOCC3)ccc21 |
| ? | / | O=C(COC(=O)c1ccc(O)cc1O)Nc1cccc2ccccc12 |
| ? | / | COc1ccc(C(=O)NCc2nnc(SCC(=O)c3ccccc3)n2C)cc1OC |
| 1.1% | -6.5 | O=C(CN1CCCCCC1)Nc1ccccc1Oc1ccccc1 |
| ? | / | COC(=O)c1ccccc1-c1ccc(/C=C2\C(=O)N(c3ccccc3)N=C2c2ccccc2)o1 |
| ? | / | Cc1ccc(-c2n[nH]c(=O)c3ccccc23)cc1S(=O)(=O)NCC1CCCO1 (stereo unspecified) |
| -13.5% | -5.7 | COc1cc2c(cc1NC(=O)CN(C)Cc1ccc(OC)c(OC)c1)oc1ccccc12 |
| ? | / | Cc1nc(SCC(=O)N(CC(C)C)C2CCS(=O)(=O)C2)c(C#N)c(C)c1C (stereo unspecified) |
| 2.9% | -0.1 | Cc1ccc(N2C(=O)C3C(C(=O)c4ccccc4)=NN(c4ccccc4)C3C2=O)cc1 (stereo unspecified) |
| 0.7% | 5.3 | O=C1CC(c2ccc(O)cc2)Oc2cc(O)cc(O)c21 (stereo unspecified) |
| ? | / | Cc1ccc(NC(=O)CSc2nnc(CCNC(=O)OC(C)(C)C)o2)c(C)c1 |
| ? | / | Cc1ccccc1NC(=O)c1ccc2c(c1)OCCO2 |
| ? | / | CC(=O)Nc1cccc(NC(=O)COC(=O)CO/N=C(\C)c2ccc3c(c2)OCO3)c1 |
| i | 3.5 | Cc1c(C(=O)N2CCN(CCc3ccccc3)CC2)oc2ccccc12 |
| ? | / | OC(CN1CCCCC1)Cn1c2ccc(Cl)cc2c2cc(Cl)ccc21 (stereo unspecified) |
| ? | / | COC(=O)c1cc(C(=O)OC)n(Cc2ccc(F)cc2)n1 |
| ? | / | Cc1nn2c(N)csc2nc1=O |
| ? | / | Cc1nn(C)c(C(=O)NC(=S)Nc2ccc([N+](=O)[O-])cc2)c1Cl |
| i | / | CCC(C(=O)N/N=C(\C)c1cccnc1)c1ccccc1 (stereo unspecified) |
| ? | / | COc1ccc(NC(C)=O)cc1NC(C)c1nc2sc(C)c(C)c2c(=O)[nH]1 (stereo unspecified) |
| -0.4% | -2.7 | COC(=O)[C@@H]1C[C@@H]2CC[C@@H](O)C[C@@H]2N1Cc1ccccc1OS(=O)(=O)c1ccc(C)cc1 |
| i | -13.1 | Nc1ccc(SCCN2C(=O)c3ccccc3C2=O)cc1 |
| -18.2% | 2.9 | CCOC(=O)CC1C(=O)NCCN1C(=S)NC(=O)c1ccccc1OC (stereo unspecified) |
| ? | / | CCCOc1cccc(C2/C(=C(/O)c3ccc(F)cc3)C(=O)C(=O)N2CCN(C)C)c1 (stereo unspecified) |
| -4.5% | -9.9 | FC(F)(F)c1ccc(Cl)c(-n2c(-c3ccco3)n[nH]c2=S)c1 |
| ? | / | COc1ccccc1NC(=O)c1cnc(SCC(=O)NCC2CCCO2)n(C)c1=O (stereo unspecified) |
| ? | / | CN(C)C(=O)c1cc(C(=O)c2ccccc2Cl)c[nH]1 |
| 0.0% | 9.8 | COc1cc(CN2CCNC(=O)C2CC(=O)NCc2csc(C(C)C)n2)cc(OC)c1 (stereo unspecified) |
| -4.9% | 25.4 | COc1ccc(NC(=O)C2CCCN(S(=O)(=O)c3c(C)[nH]c(=O)[nH]c3=O)C2)cc1Cl (stereo unspecified) |
| ? | / | CCCC(=O)Nc1nc(-c2ccccc2)ns1 |
| ? | / | CC(C)CC(=O)Nc1ccc(C(=O)NN2C(=O)c3ccccc3C2=O)cc1 |

One compound at a time, from the list above. Order of values: Lipid storage S3	Lipid storage S3 cell count max
CC(C)CC(=O)Nc1ccc(C(=O)NN2C(=O)c3ccccc3C2=O)cc1 is listed as ?	/
COc1ccc(NC(C)=O)cc1NC(C)c1nc2sc(C)c(C)c2c(=O)[nH]1 (stereo unspecified) is listed as ?	/
CCCC(=O)Nc1nc(-c2ccccc2)ns1 is listed as ?	/
FC(F)(F)c1ccc(Cl)c(-n2c(-c3ccco3)n[nH]c2=S)c1 is listed as -4.5%	-9.9
CCC(C(=O)N/N=C(\C)c1cccnc1)c1ccccc1 (stereo unspecified) is listed as i	/
